# aSyn rescue: inhibitors of alpha-synuclein toxicity in yeast; Yeast expressing alpha-synuclein, growth rescue, BacTiter-Glo, 24 h; 0.14% of 370,000 active; Potency, µM (titrated, usually from 46.1 µM), for the others: at the highest dose growth rescue (activation), most hits filed as activators; also: potency is read from the fitted curve at half-maximal effect; % of control where 0% means no effect; nearly all actives have a fitted effect of over 65% in size
#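 Rescue of yeast growth: cells expressing toxic alpha-synuclein, induced in galactose at OD600 0.02, incubated with compound 24 h at 30 C. ATP luminescence quantified growth; inhibitors of toxicity appear as activators.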
# TDP-43 yeast inh: inhibitors of TDP-43 toxicity in yeast | Potency, µM (doses to about 46.1 µM), for the others: at the top dose growth rescue (activation), actives largely listed as activators | TDP-43 expressing yeast growth rescue, BacTiter-Glo, 24 h | 1.8% of 410,000 active | AID 652104; also: potency is read from the fitted curve at half-maximal effect; % of control where 0% means no effect; nearly all actives have a fitted effect of over 50% in size
#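 Readout is BacTiter-Glo luminescence of cell growth, so inhibitors register as activators. TDP-43-expressing yeast at OD600=0.02 in galactose medium, after raffinose pregrowth to mid-log, were incubated with compound for 24 hr at 30 deg C.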
# FUS suppressor: suppressors of FUS proteinopathy in yeast; Potency, µM (doses to about 76.6 µM), for the others: at the highest dose growth rescue (activation), most hits filed as activators; 0.24% of 390,000 active; AID 1347120; S. cerevisiae FUS-expressing, growth rescue, OD600, 24 h;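 also: potency is read from the fitted curve at half-maximal effect; plate controls were DMSO vehicle for no effect and reference control for full effect; nearly all actives have a fitted effect of over 55% in size; some results filed as inactive show a strong effect at the top dose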
#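 Galactose (2%) drives FUS expression in yeast precultured in raffinose; seeding density OD 0.005. Test compounds incubated 24hr at 30C and 99% humidity before absorbance at 600 nm was measured.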
# EPAC2 antagonist: antagonists of human EPAC2; Q8WZA2; EPAC2 GEF exchange of Rap1B-BODIPY-GDP, fluorescence; Potency, µM (top dose mostly 114 µM), for inactives: at the highest dose activity, negative = inhibition, hits mostly inhibitors; 0.18% of 360,000 active; also: potency is read from the fitted curve at half-maximal effect; % is scaled to controls: 0 for no effect and ±100 for the full control effect; nearly all actives have a fitted effect of over 45% in size; many of its hits are not listed in these tables
# Target sequence (Q8WZA2 whole entry, looked up): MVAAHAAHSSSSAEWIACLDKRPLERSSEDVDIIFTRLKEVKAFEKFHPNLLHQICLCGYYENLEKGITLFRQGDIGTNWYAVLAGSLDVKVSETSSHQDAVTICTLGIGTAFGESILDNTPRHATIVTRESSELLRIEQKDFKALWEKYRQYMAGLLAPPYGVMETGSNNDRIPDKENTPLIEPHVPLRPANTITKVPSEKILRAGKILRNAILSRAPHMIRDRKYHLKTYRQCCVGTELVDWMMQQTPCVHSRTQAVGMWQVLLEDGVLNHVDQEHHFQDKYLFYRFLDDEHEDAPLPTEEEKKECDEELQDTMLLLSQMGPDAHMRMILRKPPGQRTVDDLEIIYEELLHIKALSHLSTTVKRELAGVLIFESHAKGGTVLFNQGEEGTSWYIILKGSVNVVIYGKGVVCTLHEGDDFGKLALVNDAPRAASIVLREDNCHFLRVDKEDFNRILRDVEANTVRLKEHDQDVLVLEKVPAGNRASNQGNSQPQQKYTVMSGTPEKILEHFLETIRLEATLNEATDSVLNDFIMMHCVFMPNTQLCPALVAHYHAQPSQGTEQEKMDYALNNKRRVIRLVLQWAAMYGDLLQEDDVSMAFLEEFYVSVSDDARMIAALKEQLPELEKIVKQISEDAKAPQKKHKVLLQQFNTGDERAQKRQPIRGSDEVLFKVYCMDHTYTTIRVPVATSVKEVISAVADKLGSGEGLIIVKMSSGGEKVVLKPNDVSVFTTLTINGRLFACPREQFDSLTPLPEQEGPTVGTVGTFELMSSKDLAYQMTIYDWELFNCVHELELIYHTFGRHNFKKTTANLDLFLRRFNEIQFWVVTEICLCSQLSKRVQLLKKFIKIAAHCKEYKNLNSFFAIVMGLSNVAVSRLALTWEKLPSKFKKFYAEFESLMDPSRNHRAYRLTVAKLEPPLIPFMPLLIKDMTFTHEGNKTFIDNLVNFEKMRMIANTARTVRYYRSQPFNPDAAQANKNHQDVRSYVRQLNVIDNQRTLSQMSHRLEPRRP
# Abeta yeast res: A-beta toxicity reversal in yeast | yeast expressing A-beta42, growth rescue, OD600, 48 h; response scale: 0% DMSO, 100% iron-clioquinol control | 0.063% of 410,000 active | Potency, µM (top dose mostly 46.1 µM), without a hit: at the highest dose growth rescue, most hits filed as activators | AID 1347071; also: potency is read from the fitted curve at half-maximal effect; nearly all actives have a fitted effect of over 55% in size
#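 Yeast growth medium received pinned compounds, then yeast cells expressing toxic A-beta were added; plates incubated at 30 C for 48 hr. Growth read as absorbance at 600 nm, normalized to DMSO and equimolar FeCl3 plus clioquinol controls.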
# EPAC2 ag: agonists of human EPAC2 (RAPGEF4). Q8WZA2. EPAC2 activation, biochemical qHTS; response scale: 100% = 6.5 mM cAMP response. Potency, µM (titrated, usually from 154 µM), for the others: at the top dose activation, actives largely listed as activators. 0.079% of 360,000 active; also: potency is read from the fitted curve at half-maximal effect; nearly all actives have a fitted effect of over 50% in size
#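 qHTS, titration series. 100 nM EPAC2 / 250 nM Rap1B-BODIPY-GDP / 50 uM GDP; RT; ex 480/em 540 nm, 5-min reads to 30 min. Norm. to 6.5 mM cAMP = activation.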
# DRD3 agonist: agonists of human D3 dopamine receptor. D3R DiscoveRx beta-arrestin cells, luminescence, 90 min. max activation, %. P35462. 0.58% of 410,000 active. AID 652048; in the data active = max activation above about 30%; also: 0% is about no effect; mostly tested at two doses, the higher about 12 µM
#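 Cells at 1500/well, incubated overnight, then treated with pinned compounds (dopamine as control) for 90 min at 37 degrees C. DiscoveRx reagent added for 30 - 60 minutes at room temperature; luminescence read.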
# D3 antag: D3 dopamine receptor (human) antagonism; D3R cells, DiscoveRx beta-arrestin luminescence, antagonist mode; stronger effect = lower value; 2.5% of 360,000 active; AID 652054; max response, negative = inhibition, %; P35462; in the data active = max response below about -50%; inconclusive = no clear call, values can overlap the other calls; also: % is scaled to controls: 0 for no effect and ±100 for the full control effect; mostly tested at two doses, the higher about 12 µM
#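 Cells plated overnight at 1500 cells/well, then exposed to library compounds with dopamine controls for 90 minutes at 37 degrees C. DiscoveRx reagent added for 30–60 minutes at room temperature; luminescence read, quantitative HTS format.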
# * = called active by the depositor; u = inconclusive; x = not tested or not shown; [ ] = remark or other dose. Unless noted, calls follow the shape of the dose curve; as a rule, active = well fitted curve in the direction sought with a large enough effect; inconclusive = small, poorly fitted or top-dose-only effect, or another doubt; inactive = no such curve, though single readings can be large; an effect the other way counts as inactive or inconclusive. Some of the compounds tested; rates above refer to the full screens.
structure	aSyn rescue	TDP-43 yeast inh	FUS suppressor	EPAC2 antagonist	Abeta yeast res	EPAC2 ag	DRD3 agonist	D3 antag
CC(C)(C)S(=O)(=O)N1C[C@H]2C(=CC[C@@H]3C(=O)N(c4ccccc4)C(=O)[C@@H]32)[C@H]1CCO	2%	6%	9%	-14%	2%	10%	8	23
O=C(COC(=O)CCCN1C(=O)c2ccccc2C1=O)Nc1cc(Cl)cc(Cl)c1	14%	15%	-6%	9%	6%	6%	-17	-2
CC1(C(=O)NS(=O)(=O)c2ccc(Br)cc2)CCN1C(=O)Cc1cccs1 (stereo not given)	10%	8%	2%	-21%	-13%	6%	2	-17
O=C(NCC(=O)N1CC(O)CC1C(=O)N1CCCC1C(=O)OCc1ccccc1)OCc1ccccc1 (stereo not given)	5%	10%	-16%	4%	21%	10%	-2	8
COc1ccc(NC(=O)CSc2ncnc3c2cnn3CCc2ccccc2)cc1	-4%	-2%	-16%	0%	1%	1%	0	9
O=C(NCc1ccccc1Cl)C1CCN(S(=O)(=O)N2CCOCC2)CC1	2%	-2%	-6%	-1%	2%	0%	-2	7
O=C(O)CC(C(=O)O)c1ccc(OCCCCOc2ccc(C(CC(=O)O)C(=O)O)cc2)cc1 (stereo not given)	3%	14%	0%	13%	-6%	5%	3	15
COc1ccccc1N1CCN(C(=O)c2sc3nc(C)nc(N4CCN(c5ccccn5)CC4)c3c2C)CC1	2%	-1%	5%	-8%	-12%	4%	5	20
O=C(NC1CCCCC1)c1ccc(S(=O)(=O)NCc2ccco2)cc1	-5%	23%	23%	16%	17%	-9%	0	21
CC1(C)CC(NC(=O)c2cccc(F)c2)CC(C)(C)N1	-1%	1%	-11%	6%	9%	2%	-2	2

# Given with each value named: entries from further up
CC1(C)CC(NC(=O)c2cccc(F)c2)CC(C)(C)N1
  aSyn rescue = -1%; TDP-43 yeast inh = 1%; FUS suppressor = -11%; EPAC2 antagonist = 6%; Abeta yeast res = 9%; EPAC2 ag = 2%; DRD3 agonist = -2; D3 antag = 2

O=C(NCC(=O)N1CC(O)CC1C(=O)N1CCCC1C(=O)OCc1ccccc1)OCc1ccccc1 (stereo not given)
  aSyn rescue = 5%; TDP-43 yeast inh = 10%; FUS suppressor = -16%; EPAC2 antagonist = 4%; Abeta yeast res = 21%; EPAC2 ag = 10%; DRD3 agonist = -2; D3 antag = 8

O=C(NCc1ccccc1Cl)C1CCN(S(=O)(=O)N2CCOCC2)CC1
  aSyn rescue = 2%; TDP-43 yeast inh = -2%; FUS suppressor = -6%; EPAC2 antagonist = -1%; Abeta yeast res = 2%; EPAC2 ag = 0%; DRD3 agonist = -2; D3 antag = 7

COc1ccccc1N1CCN(C(=O)c2sc3nc(C)nc(N4CCN(c5ccccn5)CC4)c3c2C)CC1
  aSyn rescue = 2%; TDP-43 yeast inh = -1%; FUS suppressor = 5%; EPAC2 antagonist = -8%; Abeta yeast res = -12%; EPAC2 ag = 4%; DRD3 agonist = 5; D3 antag = 20

# More structures:
structure	aSyn rescue	TDP-43 yeast inh	FUS suppressor	EPAC2 antagonist	Abeta yeast res	EPAC2 ag	DRD3 agonist	D3 antag
COc1ccc(C(=O)COC(=O)[C@@H](NS(=O)(=O)c2ccccc2)C(C)C)cc1	26%	7%	x	-23%	6%	8%	-2	22
COCCNc1nnc(Cc2ccccc2)c(=O)[nH]1	-4%	-13%	2%	15%	-3%	1%	2	-13
C=C(C)COc1ccc(-c2n[nH]c(C)c2-c2ccc(OC)cc2)c(O)c1	-65%[inhibitor]	20%	u	-21%	-91%[inhibitor]	-33%[15.6 µM]	8	16
CCCN(CCC)C(=O)CP(=O)(c1ccccc1)c1ccccc1	6%	-8%	11%	-2%	11%	-1%	4	15
CCOC(=O)c1ccc(NC(=O)CSC(=S)N2CCOCC2)cc1	-5%	8%	23%	5%	-7%	11%	0	4
O=C(Cc1cccs1)N1CCN(S(=O)(=O)c2cccc([N+](=O)[O-])c2)CC1	-10%	-19%	16%	-13%	-4%	4%	-4	-15
Cc1cc(Cl)ccc1OCC(=O)NCCOc1nc(N2CCOCC2)nc(N2CCOCC2)n1	13%	-3%	12%	10%	-19%	-2%	-4	1
CC(Oc1cc2oc(=O)cc(-c3ccccc3)c2cc1Cl)C(=O)NCC1CCC(C(=O)O)CC1 (stereo not given)	-12%	19%	32%	-8%	-6%	1%	3	24
CC(C)(Oc1ccc(Cl)cc1)C(=O)Nc1nc2ccc(S(C)(=O)=O)cc2s1	x	13µM*	u	x	9%	x	3	x
COc1cccc(CC(=O)OCC(=O)c2cc(OC)c(OC)c(OC)c2)c1	4%	12%	x	1%	1%	4%	1	-10
CC(C)(C)S(=O)N1Cc2cc(C(=O)NCCCN3CCOCC3)nc(-c3cccc(-c4cc5ccccc5o4)c3)c2[C@@H]1CCO (stereo not given in full)	-6%	21%	24%	6%	-9%	8%	2	48
COc1ccc(-c2ccc(-c3noc(C4CCCCC4)n3)c(OC)n2)cc1	-5%	16%	x	-8%	-1%	5%	14	8
NS(=O)(=O)c1ccc(NNC(=O)c2ccc(F)cc2F)cc1	-5%	14%	-18%	0%	19%	4%	12	1
COc1cccc(C(=O)N2CCC(n3nccc3NC(=O)CCOc3ccccc3)CC2)c1	-1%	15%	1%	-13%	16%	7%	3	20
CC1=CCC(C(=O)O)C(C(=O)Nc2nc3ccc(S(C)(=O)=O)cc3s2)C1 (stereo not given)	2%	0%	u	-2%	-1%	5%	-1	-2
CCN(CC)C(=O)C1=C(C)N(Cc2ccccc2)C(=O)C(CC(=O)NCCc2ccccn2)C1 (stereo not given)	0%	0%	-9%	-2%	2%	6%	1	12
CC(=O)Nc1cnc(-c2ccc3c(c2)OCO3)cn1	0%	u	-27%	10%	-3%	9%	-1	-21
FC(F)(F)C1=NNC(c2ccc3ccccc3c2)=NN1	-6%	20%	-2%	-9%	-18%	3%	1	4
Clc1cccc(-c2ccc3ncnc(NCc4cccs4)c3c2)c1	x	x	-3%	5%	0%	14%	x	x
NC(=O)c1cccc(-c2coc3c(C(=O)NCc4cccnc4)cccc23)c1	-3%	12%	-16%	7%	-7%	10%	0	-12

# Following part:
# Order of values – aSyn rescue, TDP-43 yeast inh, FUS suppressor, EPAC2 antagonist, Abeta yeast res, EPAC2 ag, DRD3 agonist, D3 antag
C/C(=N\NC(=O)CCC(=O)NCc1ccccc1)c1ccco1
→ 3%, 10%, 11%, 3%, 1%, -1%, 1, 9
C=CCCC(=O)Nc1nc(C)c(-c2csc(Nc3ccccc3OC)n2)s1
→ -1%, 3%, 32%, 8%, -8%, 2%, 3, 27
Cc1cc(=O)oc2c1ccc1oc(/C(=N/O)c3ccccc3)c(C)c12
→ -3%, 0%, 7%, -11%, 0%, 6%, -1, u
COc1ccccc1NS(=O)(=O)c1ccc(C)c(C(=O)NCC(c2ccco2)N2CCCCC2)c1 (stereo not given)
→ -2%, 17%, x, 4%, 8%, -5%, -5, 2
COc1ccccc1/C=C/C(=O)OCC(=O)NC(=O)NC1CCCC1
→ 15%, u, 40%, -8%, -6%, 15%, -15, -9
CCN(CC)C(=O)CSc1nc2c(sc(=S)n2-c2ccccc2)c(=O)n1-c1ccc(OC)cc1OC
→ -34%[inhibitor], -84%[inhibitor], -12%, -11%, -34%[inhibitor], -3%, 0, 5
Cc1cc(C)c(-c2c(O)c3ccccc3n(C)c2=O)c(C)c1
→ -21%, -10%, 12%, 0%, 2%, 6%, -5, -14
O=C(c1cnn2c(C(F)(F)F)cc(-c3ccco3)nc12)N1CCCc2ccccc21
→ -3%, 18%, -14%, 14%, 13%, -4%, -1, -1
O=C1C(C2=NC(C(=O)O)C3C(=O)N(c4ccc(Cl)cc4)C(=O)C23)=C(O)c2ccccc21 (stereo not given)
→ 1%, 8%, 10%, 3%, -10%, 4%, -1, -16
C#CCOCCOCCOCCNc1nc(N2CCN(C(=O)Cn3cc(CC(C)O)nn3)CC2)nc(N2CCN(C(=O)[C@H](CCCCN)n3cc(CCCC)nn3)CC2)n1 (stereo not given in full)
→ -3%, u, 7%, 3%, 10%, 0%, 3, 10

# Results in TDP-43 yeast inh (two entries from above):
compound	TDP-43 yeast inh
O=C(c1cnn2c(C(F)(F)F)cc(-c3ccco3)nc12)N1CCCc2ccccc21	18%
C#CCOCCOCCOCCNc1nc(N2CCN(C(=O)Cn3cc(CC(C)O)nn3)CC2)nc(N2CCN(C(=O)[C@H](CCCCN)n3cc(CCCC)nn3)CC2)n1 (stereo not given in full)	u

# More records
# Order of values – aSyn rescue, TDP-43 yeast inh, FUS suppressor, EPAC2 antagonist, Abeta yeast res, EPAC2 ag, DRD3 agonist, D3 antag
COC(=O)c1cc(NC(=S)NC(=O)c2ccccc2)ccc1N1CCOCC1
→ -1%, 14%, 9%, -9%, 5%, 9%, -3, -13
CCC(=O)N1CCc2cc(S(=O)(=O)CCC(=O)Nc3cc(Cl)ccc3OC)ccc21
→ x, u, 30%, x, -9%, x, -8, x
CCCn1c(SCc2ccc(Cl)cc2)nc2c1c(=O)[nH]c(=O)n2C
→ 0%, u, -5%, 1%, 13%, -1%, 5, 11
COc1ccc(C2OCC3(O)C(c4ccc(OC)c(OC)c4)OCC23)cc1OC (stereo not given)
→ 3%, 3%, -14%, -1%, -26%, 6%, 6, 5

# Structures shown so far that contain a CF3 group:
# Order of values – aSyn rescue, TDP-43 yeast inh, FUS suppressor, EPAC2 antagonist, Abeta yeast res, EPAC2 ag, DRD3 agonist, D3 antag
FC(F)(F)C1=NNC(c2ccc3ccccc3c2)=NN1
→ -6%, 20%, -2%, -9%, -18%, 3%, 1, 4
O=C(c1cnn2c(C(F)(F)F)cc(-c3ccco3)nc12)N1CCCc2ccccc21
→ -3%, 18%, -14%, 14%, 13%, -4%, -1, -1
